Screening data as filed in PubChem BioAssay.
PvdQ acylase: blocks Pseudomonas aeruginosa PvdQ acylase activity; purified PvdQ acylase, fluorescence plate reader; inhibition, % at 10 µM; actives 0.063% (n = 340,000); AID 488965; in the data active means inhibition above about 30%, passing the limit was not always enough;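 further: 0% = vehicle neutral wells and 100% = reference inhibitor wells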
HTR5A ag ctr: activates human HTR5A in OPRM1-OPRD1 agonist counter-screen. HTR5A agonist assay, luminescence, cell-based. activation, % at 9.3 µM. actives 0.61% (n = 340,000). P47898. AID 504692; in the data active means activation mostly above about 9.5%, no sharp cut-off; inactive means mostly below about 7.6%;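 further: 0% = cells with vehicle only and 100% = reference agonist; strong numbers were not always called active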
Target sequence (P47898 whole entry, looked up): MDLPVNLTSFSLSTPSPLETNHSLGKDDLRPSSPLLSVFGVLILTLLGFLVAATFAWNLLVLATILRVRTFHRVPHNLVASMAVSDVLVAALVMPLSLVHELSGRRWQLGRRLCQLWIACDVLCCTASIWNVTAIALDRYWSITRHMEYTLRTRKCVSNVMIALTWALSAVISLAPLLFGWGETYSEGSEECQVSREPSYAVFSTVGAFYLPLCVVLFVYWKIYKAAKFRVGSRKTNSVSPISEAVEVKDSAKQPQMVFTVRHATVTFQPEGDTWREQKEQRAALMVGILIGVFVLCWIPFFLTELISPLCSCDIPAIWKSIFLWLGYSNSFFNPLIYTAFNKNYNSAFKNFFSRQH
RTF Ca sens act: increases calcium sensitivity of human cardiac regulated thin filaments. P19429+P45379. actives 0.24% (n = 340,000). IANBD-labeled TnC RTF fluorescence at EC20 calcium; 0% EC20 calcium, 100% full calcium. activation, % at 7.2 µM;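 active means activation above the mean over all tested compounds plus 3 SD, cut at about 30% in these data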;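 further: rise in fluorescence read as greater calcium sensitivity of cardiac thin filaments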
Wnt bcat act: activates Wnt/beta-catenin signaling in a reporter cell assay; activator, plate reader; actives 1.2% (n = 300,000); activation, % at 9.35 µM; in the data active means activation above about 30%, passing the limit was not always enough;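 further: 0% = neutral control wells and 100% = positive control wells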
SR-BI HDL uptake: inhibitors of mouse SR-BI mediated HDL lipid uptake; Q61009; ldlA[mSR-BI] CHO cells, DiI-HDL uptake fluorescence, 3 h; inhibition, % at 12.5 µM; actives 0.96% (n = 320,000);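 active means mean replicate inhibition of at least 70% and a set share of replicates each scoring 70 or more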;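 further: 0% = median of neutral control wells and 100% = median of positive control wells; values of inactives mirror those of a sister screen read the other way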
CDK5 p35 inh: blocks human CDK5/p35 kinase activity; Q00535+Q15078; Recombinant CDK5/p35, ADP-Glo luminescence, 60 min; inhibition, % at 10 µM; actives 0.01% (n = 330,000);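 active means highest replicate inhibition of at least 50% and at least 75% of replicates reaching 50%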;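 further: plate controls were DMSO neutral control for no effect and GW8510 at 10 µM for full effect; many of its hits are not listed in these tables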
SR-BI DiI-HDL act: SR-BI HDL lipid transfer activation; AID 504775; actives 0.096% (n = 320,000); CHO ldlA[mSR-BI] cells, DiI-HDL uptake fluorescence, 3 h; 100 = double the neutral-control signal; activation, % at 12.5 µM;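 active means mean replicate activation of at least 60% and every replicate at or above 60%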;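 further: 0% = median plate neutral-control signal and 100% = twice that signal; values of inactives mirror those of a sister screen read the other way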
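System: LDL receptor-deficient CHO ldlA cells overexpressing murine SR-BI | Timing: 3 h uptake period with compound, 37 °C | Medium: HEPES-buffered (25 mM, pH 7.4) F12 plus 0.5% BSA | Dosing: Single-point compound dose | Signal: Bottom-read fluorescence, 550/595 nm | Read-out: Retained DiI signal reflecting DiI-HDL uptake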
MITF TRPM1 HTS: MITF TRPM1 promoter activation in melanoma cells; SK-MEL-5 TRPM1-promoter luciferase, 24 h; % of positive control, neutral wells = 0; activation, % at 12.5 µM; actives 0.75% (n = 300,000); AID 588334;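 active means mean activation of at least 80% with every replicate also reaching 80%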;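 further: 0% = neutral control wells and 100% = parthenolide positive control wells; values of inactives mirror those of a sister screen read the other way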
Rtt109 HAT inh: blocks Candida albicans Rtt109/Vps75 acetyltransferase activity | Q5AAJ8 | purified Rtt109/Vps75, ThioGlo CoA-SH fluorescence, 4 h | inhibition, % at 34.9 µM | actives 0.16% (n = 330,000) | AID 540336;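 active means inhibition of at least 50% in every replicate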
Target sequence (Q5AAJ8 whole entry, looked up): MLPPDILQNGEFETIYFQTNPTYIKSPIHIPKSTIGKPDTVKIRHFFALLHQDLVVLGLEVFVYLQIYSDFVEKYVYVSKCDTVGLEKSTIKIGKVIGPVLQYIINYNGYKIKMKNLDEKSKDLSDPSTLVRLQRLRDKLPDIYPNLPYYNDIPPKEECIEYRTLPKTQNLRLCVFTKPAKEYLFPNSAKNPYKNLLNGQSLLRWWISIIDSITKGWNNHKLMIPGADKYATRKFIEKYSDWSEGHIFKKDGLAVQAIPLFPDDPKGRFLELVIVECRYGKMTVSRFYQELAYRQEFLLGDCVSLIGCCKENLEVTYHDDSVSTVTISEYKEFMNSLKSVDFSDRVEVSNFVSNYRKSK
dFosB activator: enhances mouse delta FosB homodimer DNA binding | P13346 | purified delta FosB, TAMRA-CDK5 oligo fluorescence polarization; percent of positive-control signal above neutral wells | activation, % at 25 µM | actives 0.99% (n = 340,000);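 active means mean activation above about 17%, with every replicate also reaching it, limit read from the data, passing the limit was not always enough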;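 further: fluorescence polarization rise as delta FosB binds a TAMRA Cdk5 AP-1 oligo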
Target sequence (P13346 whole entry, looked up): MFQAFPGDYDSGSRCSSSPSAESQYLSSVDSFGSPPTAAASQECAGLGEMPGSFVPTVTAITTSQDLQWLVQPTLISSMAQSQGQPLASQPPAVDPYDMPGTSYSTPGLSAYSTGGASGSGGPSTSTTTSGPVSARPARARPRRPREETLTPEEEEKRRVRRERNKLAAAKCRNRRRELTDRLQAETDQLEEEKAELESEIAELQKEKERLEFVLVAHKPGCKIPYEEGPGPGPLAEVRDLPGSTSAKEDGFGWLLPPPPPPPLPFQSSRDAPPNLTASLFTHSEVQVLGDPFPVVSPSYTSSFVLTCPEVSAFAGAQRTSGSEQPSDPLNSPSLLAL
An asterisk follows results filed as active; · = no result given.

SMILES	PvdQ acylase	HTR5A ag ctr	RTF Ca sens act	Wnt bcat act	SR-BI HDL uptake	CDK5 p35 inh	SR-BI DiI-HDL act	MITF TRPM1 HTS	Rtt109 HAT inh	dFosB activator
COc1ccc(CC(=O)N/N=C/c2cccnc2)cc1OC	3	1	-2	-1	-18	1.9	18	2	35	-6
COC(=O)COc1ccc(S(=O)(=O)NCc2ccc3c(c2)OCO3)cc1C	-3	2	-3	-1	-8	-5.7	8	·	9	0
O=c1[nH]c(=S)[nH]nc1Cc1ccccc1	8	8	2	·	-9	0.2	9	·	-13	-6
O=C(Nc1ccccc1)c1ccccc1NC(=O)[C@H]1CCCC[C@H]1C(=O)O	-18	-1	-4	4	-24	-0.5	24	1	0	7
CC1CN(C(=S)NC(=O)c2ccccc2)CC(C)O1 (stereo not drawn)	-10	-2	-5	0	-15	1.1	15	9	-2	-2
OC(COc1c(F)cc(Br)cc1F)CN1CCN(c2ccc(F)cc2)CC1 (stereo not drawn)	-1	-4	-2	0	·	0.7	·	·	1	-1
NS(=O)(=O)c1cccc(NC(=O)COC(=O)C2CCN(S(=O)(=O)c3cccs3)CC2)c1	-12	5	-1	-2	-31	-3.7	31	0	6	-11
CN(CC(=O)Nc1ccc(F)cc1)C(=O)CN1C(=O)NC2(CCCC2)C1=O	18	7	-11	2	-27	0.1	27	-4	2	-2
O=C(c1cccc(Cl)c1)N1CCn2c1nc1ccccc12	-1	·	-2	-2	8	-0.6	-8	11	-1	5
O=C(Nc1ccccc1Cl)C1C2CCCCC21 (stereo not drawn)	30	11	4	3	-11	-0.6	11	·	5	-5
CCC(CC)C(=O)N1CCN(c2ccccc2)CC1	-13	0	0	2	8	1.7	-8	-14	-24	0
Cc1[nH]c2ccccc2c1CCC(N)=O	-8	1	-2	0	-29	-3.5	29	-6	6	7
COc1ccccc1CNC(=O)c1cc(C2CC2)nc2c1cnn2C(C)C	9	-4	-2	-1	63	0.4	-63	-12	9	-10
COc1cc(C(=O)OCC(=O)NC2CCS(=O)(=O)C2)ccc1OCc1c(C)noc1C (stereo not drawn)	-4	-3	-3	-2	-12	-2.4	12	4	-4	4
CCOc1ccccc1Nc1nnc(SCC(=O)NC2CC2)s1	-16	3	-1	1	50	0.0	-50	-7	-1	-7
O=C1/C(=N\S(=O)(=O)c2cccs2)C([n+]2ccccc2)=C([O-])c2ccccc21	-9	-5	-1	-9	·	1.3	·	-104	6	-159
C=CCN(c1ccccc1C(=O)NCC(=O)O)S(=O)(=O)c1ccc(C)cc1	1	5	-6	1	-22	-1.1	22	·	-9	-8
Cc1ccc(CNC(=O)CCCNS(=O)(=O)c2cccc3nonc23)cc1	-8	2	1	-5	17	2.9	-17	·	-12	4
COc1cc(NC(=O)CCN2CCN(C/C=C/c3ccccc3)CC2)cc(OC)c1	-4	5	0	-1	15	-0.7	-15	·	3	-7
CC1(C)Oc2ccc(C(=O)N3CCCCC3)cc2N(CC(=O)NCc2ccccc2)C1=O	-18	-2	-2	-3	-12	1.0	12	-3	-2	-3
Fc1ccccc1-c1nc(N2CCCCC2)c2ccccc2n1	-15	5	0	·	-5	0.5	5	-7	-3	-10
CCOC(=O)c1c(NC(=O)C(C)Sc2cn(C)c3ccccc23)sc2c1CCC2 (stereo not drawn)	9	-1	0	-2	-19	1.2	19	1	-5	3
CN(CCC#N)C(=O)COC(=O)c1ccc2[nH]c3c(c2c1)CCCC3	-13	·	·	0	8	-0.2	-8	5	-12	-5
O=C(CNS(=O)(=O)c1ccccc1)N/N=C/c1ccncc1	-2	6	-4	5	-18	0.2	18	5	-1	-3
O=C(CN1C(=O)COc2ccccc21)N1CCOCC1	-11	-1	0	-1	-10	-1.6	10	-3	-5	-2

Quoted from the listing.
For Rtt109 HAT inh, O=c1[nH]c(=S)[nH]nc1Cc1ccccc1 is listed with -13
For Rtt109 HAT inh, O=C(CNS(=O)(=O)c1ccccc1)N/N=C/c1ccncc1 is listed with -1
For PvdQ acylase, COc1ccccc1CNC(=O)c1cc(C2CC2)nc2c1cnn2C(C)C is listed with 9
For Rtt109 HAT inh, COc1ccc(CC(=O)N/N=C/c2cccnc2)cc1OC is listed with 35
For Wnt bcat act, O=C(CN1C(=O)COc2ccccc21)N1CCOCC1 is listed with -1

(continued)
SMILES	PvdQ acylase	HTR5A ag ctr	RTF Ca sens act	Wnt bcat act	SR-BI HDL uptake	CDK5 p35 inh	SR-BI DiI-HDL act	MITF TRPM1 HTS	Rtt109 HAT inh	dFosB activator
COc1ccc(C2C(C(N)=O)=C(C)Nc3nc(-c4ccccc4OC)nn32)cc1OC (stereo not drawn)	-8	1	2	-4	-7	0.5	7	6	0	-1
C=CCNC(=O)C(=O)N/N=C/c1cccc(Br)c1	-7	0	3	1	3	1.1	-3	-1	-7	-5
CCOCCn1c(SCCc2ccccc2)nc2c1c(=O)[nH]c(=O)n2C	-5	2	2	-3	24	0.3	-24	·	-5	-2
C=CCn1c(SCC(=O)c2c(N)n(C)c(=O)n(C)c2=O)nc2sc(CC)cc2c1=O	-13	-9	2	·	-13	-0.9	13	8	-8	1
CC(C)NC(=O)C1CCN(C(=O)C(C(=O)c2ccccc2)n2cc(Cl)ccc2=O)CC1 (stereo not drawn)	-4	-1	3	0	-18	0.0	18	-9	2	-5
CCC(C)[C@H](NC(=O)[C@@H]1CSC2c3ccccc3C(=O)N21)C(=O)NCc1ccco1 (stereo partly drawn)	-4	-4	-4	0	-9	-1.3	9	-2	-5	-8
Cc1sc(NC(=O)CN(CCc2ccccc2)C(=O)C2CC2)c(C(N)=O)c1C	-8	0	-4	-1	24	-8.1	-24	-12	-4	-3
O=C(O)CC1SC(=Nc2ccc(O)cc2)NC1=O (stereo not drawn)	-8	10	-6	1	-22	-0.9	22	-7	-12	1
CCCN1CCN(C(=O)c2cc(COc3ccc(F)c(F)c3)on2)CC1	-12	-2	-5	8	8	2.8	-8	12	-4	-6
O=C(O)c1cccc([N+](=O)[O-])c1C(=O)Nc1ccc2ccccc2c1	-7	-7	1	10	·	-0.5	·	-7	2	-3
CCCCCCCSc1nnc(-c2ccccc2N)c(=O)[nH]1	-10	-4	6	-1	-26	-2.2	26	7	-1	-5
CC1(C)Cc2cccc(OCC(=O)Nc3ccccc3C(F)(F)F)c2O1	2	2	-7	0	-3	0.2	3	-11	-3	-9
COc1ccc(-c2[nH]ncc2CN2CCCCCCC2)c(OC)c1	-8	4	-4	-2	28	-2.2	-28	8	-4	-4
Cc1cccc(C)c1OCCN1CCCC1	-20	0	0	-1	-3	0.8	3	·	10	-1
CCOc1ccccc1NC(=O)C1CCN(C(=O)NCc2ccccc2)CC1	1	2	-2	-6	52	1.4	-52	15	0	-1
COC(=O)c1ccc(CO/N=C/c2ccc(OC)cc2OC)cc1	-12	2	7	0	31	0.8	-31	12	5	4
CCO/N=C(/c1nonc1N)N1CCN(c2ccc([N+](=O)[O-])cc2)CC1	-12	-1	-2	-3	28	1.8	-28	9	-16	-1
Cc1nn(C)c(Cl)c1CN1CCN(CCC(C)C)C(CCO)C1 (stereo not drawn)	-19	-2	7	-1	·	-0.5	·	1	7	0
O=C(CCCN1C(=O)c2ccccc2C1=O)NCCCN1CCOCC1	-10	1	4	·	-25	0.6	25	·	-13	8
CCOc1ccc(CCNC(=O)COC(=O)c2ccc(Cl)nc2)cc1OCC	-11	-2	-2	5	-5	-2.3	5	-4	1	-12
COc1ccccc1N1CCN(C(=O)c2cc3c(s2)CCC3)CC1	-15	1	-1	·	25	1.5	-25	1	-15	-12
Cc1cc(C)n2cc(-c3ccc(Cl)cc3)c(C(=O)O)c2n1	-9	0	-2	·	2	0.8	-2	22	0	-5
CCOC(=O)c1cnc(N2CCN(C(=O)OCC)CC2)[nH]c1=O	-17	4	-4	0	-28	-0.8	28	-3	2	-1
CC(C(=O)N1CCCC1)c1ccc([N+](=O)[O-])cc1 (stereo not drawn)	-12	-3	-5	3	-37	1.1	37	3	-12	0
O=C(CCc1ccccc1)Nc1ncc2c(n1)CCCC2=O	-18	4	1	·	-36	2.2	36	-6	-5	4
COc1ccc(CCNC(=O)C(=O)NCc2ccccc2)cc1OC	-11	4	-6	·	6	0.1	-6	-23	3	-1
Cc1ccc(CN(C)C(=O)COC(=O)CSc2ccc([N+](=O)[O-])cc2)cc1	-8	5	4	-1	-30	1.5	30	2	-4	-15
CNC(=O)COc1ccc(S(=O)(=O)Nc2ccc(OC)cc2)cc1	-4	1	-2	0	4	0.3	-4	-11	7	12
CC(C)NC(=O)c1cc(-c2cccs2)on1	-6	0	9	55*	17	2.9	-17	·	5	0

A draw from above in order of molar mass, lowest first.
SMILES	PvdQ acylase	HTR5A ag ctr	RTF Ca sens act	Wnt bcat act	SR-BI HDL uptake	CDK5 p35 inh	SR-BI DiI-HDL act	MITF TRPM1 HTS	Rtt109 HAT inh	dFosB activator
O=C(CN1C(=O)COc2ccccc21)N1CCOCC1	-11	-1	0	-1	-10	-1.6	10	-3	-5	-2
Cc1ccc(CNC(=O)CCCNS(=O)(=O)c2cccc3nonc23)cc1	-8	2	1	-5	17	2.9	-17	·	-12	4
O=C1/C(=N\S(=O)(=O)c2cccs2)C([n+]2ccccc2)=C([O-])c2ccccc21	-9	-5	-1	-9	·	1.3	·	-104	6	-159

Random excerpt: 2 compounds from above
SMILES	PvdQ acylase	HTR5A ag ctr	RTF Ca sens act	Wnt bcat act	SR-BI HDL uptake	CDK5 p35 inh	SR-BI DiI-HDL act	MITF TRPM1 HTS	Rtt109 HAT inh	dFosB activator
CC(C)NC(=O)c1cc(-c2cccs2)on1	-6	0	9	55*	17	2.9	-17	·	5	0
COc1ccc(C2C(C(N)=O)=C(C)Nc3nc(-c4ccccc4OC)nn32)cc1OC (stereo not drawn)	-8	1	2	-4	-7	0.5	7	6	0	-1

Record cards, from the list above:
`CCOC(=O)c1cnc(N2CCN(C(=O)OCC)CC2)[nH]c1=O` in the list: PvdQ acylase: -17; HTR5A ag ctr: 4; RTF Ca sens act: -4; Wnt bcat act: 0; SR-BI HDL uptake: -28; CDK5 p35 inh: -0.8; SR-BI DiI-HDL act: 28; MITF TRPM1 HTS: -3; Rtt109 HAT inh: 2; dFosB activator: -1
`COC(=O)c1ccc(CO/N=C/c2ccc(OC)cc2OC)cc1` in the list: PvdQ acylase: -12; HTR5A ag ctr: 2; RTF Ca sens act: 7; Wnt bcat act: 0; SR-BI HDL uptake: 31; CDK5 p35 inh: 0.8; SR-BI DiI-HDL act: -31; MITF TRPM1 HTS: 12; Rtt109 HAT inh: 5; dFosB activator: 4
